CYP2C9 inhib: blocks human cytochrome P450 2C9; CYP2C9 Supersomes, luciferin-H conversion, luminescence; inhibition, % at 5 µM; hit rate 20% among 96,000; P11712;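 active means blocking of liver enzyme CYP2C9 beyond about 50% at 5 µM, limit read from the data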; further: values of inactives mirror those of a sister screen read the other way
Target sequence (P11712 whole entry, looked up): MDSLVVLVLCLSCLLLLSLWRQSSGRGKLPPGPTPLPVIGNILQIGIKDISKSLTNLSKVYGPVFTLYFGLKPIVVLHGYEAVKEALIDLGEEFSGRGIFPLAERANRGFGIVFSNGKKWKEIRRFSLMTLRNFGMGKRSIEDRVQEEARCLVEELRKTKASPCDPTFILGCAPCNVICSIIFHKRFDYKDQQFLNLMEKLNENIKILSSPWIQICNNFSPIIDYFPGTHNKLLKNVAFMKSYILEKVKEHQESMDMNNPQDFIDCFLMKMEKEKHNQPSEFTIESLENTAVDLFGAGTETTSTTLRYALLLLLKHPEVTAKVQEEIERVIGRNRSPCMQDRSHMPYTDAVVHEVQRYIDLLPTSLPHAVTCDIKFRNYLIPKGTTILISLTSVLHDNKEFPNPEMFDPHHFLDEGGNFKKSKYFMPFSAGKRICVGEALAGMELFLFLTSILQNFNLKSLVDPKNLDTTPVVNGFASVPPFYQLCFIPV
Candida biofilm: kills Candida albicans biofilms | inhibition, % at 6 µM | C. albicans biofilm + clotrimazole, Alamar Blue | hit rate 0.14% among 85,000;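 active means inhibition above 20%; inactive means inhibition below 20%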;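 further: preformed 24 hr biofilms exposed to compound for 48 hr; 0% = biofilm without compound and 100% = blank killed by clotrimazole plus chlorhexidine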
HUVEC tox TNFa: toxic to HUVEC cells under TNF alpha stimulation | cell count reduction, % at 2 µM | HUVEC TNFalpha-stimulated, Hoechst cell count, imaging | hit rate 0.17% among 93,000;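 active means cell count reduction exceeding the screen mean by over 5 SD, scaled to untreated wells per plate, cut at about 78% in these data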;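 further: cells counted after 24 h of TNF alpha exposure following the 1 h pretreatment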
HUVEC tox IL1B: HUVEC cytotoxicity counter-screen, IL-1B stimulated; hit rate 0.41% among 94,000; cell count reduction, % at 2 µM; HUVEC cell count loss, Hoechst imaging;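 active means cell count reduction more than 3 SD above the screen-wide mean, cut at about 70% in these data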;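 further: normalized per plate to untreated control cells as the no-loss baseline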
CYP2C9 activ: increases human cytochrome P450 2C9 activity; P11712; hit rate 1.4% among 96,000; activation factor at 5 µM; recombinant CYP2C9, luciferin-H conversion, luminescence; active compounds read high; factor 1 = untreated enzyme, 0 = blocked;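 active means activation factor of 2 or more for CYP2C9 at a 5 µM dose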;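 further: 0 = sulfaphenazole-blocked wells and 1 = vehicle-only wells; values of inactives mirror those of a sister screen read the other way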
DAT uptake mod: changed human dopamine transporter uptake under cocaine IC80. Q01959. LLC-PK1 hDAT cells, [14C]-dopamine uptake with cocaine IC80; actives deviate in either direction. B-score at 10 µM. hit rate 1.3% among 110,000;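 active means Z score or B-score, a plate-position-corrected score, falls beyond the plate's 99.7% confidence bounds, in either direction; inactive means both scores lie inside the 99.7% bounds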;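 further: scored against the spread of the other compound wells on the same plate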
Target sequence (Q01959 whole entry, looked up): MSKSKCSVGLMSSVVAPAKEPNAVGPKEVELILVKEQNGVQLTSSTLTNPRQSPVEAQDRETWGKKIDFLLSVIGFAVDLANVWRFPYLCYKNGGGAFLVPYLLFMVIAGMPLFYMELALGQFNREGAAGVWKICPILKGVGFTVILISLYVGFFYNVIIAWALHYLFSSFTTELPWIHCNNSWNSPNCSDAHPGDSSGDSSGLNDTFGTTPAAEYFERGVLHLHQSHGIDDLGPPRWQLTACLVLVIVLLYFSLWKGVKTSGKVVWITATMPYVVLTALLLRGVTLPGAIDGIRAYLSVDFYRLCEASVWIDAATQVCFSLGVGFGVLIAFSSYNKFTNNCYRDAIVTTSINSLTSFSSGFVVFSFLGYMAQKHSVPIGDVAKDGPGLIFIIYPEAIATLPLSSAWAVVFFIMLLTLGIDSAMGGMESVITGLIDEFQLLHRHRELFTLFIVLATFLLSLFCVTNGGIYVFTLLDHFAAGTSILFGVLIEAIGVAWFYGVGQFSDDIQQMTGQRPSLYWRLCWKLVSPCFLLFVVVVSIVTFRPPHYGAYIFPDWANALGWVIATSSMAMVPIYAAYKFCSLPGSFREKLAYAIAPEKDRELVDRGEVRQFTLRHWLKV
CYP2C19 inh: human CYP2C19 inhibition. CYP2C19 Supersomes, luciferin-H EGE luminescence, 30 min. inhibition, % at 5 µM. hit rate 21% among 96,000. AID 778;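 active means CYP2C19 inhibition above a set limit at 5 µM in the primary screen, cut at about 50% in these data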;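 further: plate controls were negative control wells for no effect and 2.5 mM tranylcypromine positive control for full effect; values of inactives mirror those of a sister screen read the other way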
CYP2C19 activ: cytochrome P450 2C19 (human) activation; activation factor at 5 µM; P33261; 96,000 tested, under 10 active; recombinant CYP2C19, luciferin-H EGE luminescence; active compounds read high; 0 = fully inhibited enzyme, 1 = untreated enzyme;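 active means activation factor of at least 2 at 5 µM in the primary screen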;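 further: 0 = wells with 2.5 mM tranylcypromine and 1 = vehicle-only wells; values of inactives mirror those of a sister screen read the other way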
VCAM1 TNFa inh: reduces TNF alpha induced VCAM1 expression in HUVEC. hit rate 0.48% among 95,000. AID 802. HUVEC TNFa-induced VCAM-1 immunofluorescence, high-content imaging. inhibition, % at 2 µM;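 active means inhibition above the batch mean plus 3 SD, with images confirmed as a hit by eye, cut at about 37% in these data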;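 further: 0% = TNF-stimulated DMSO wells and 100% = unstimulated control wells; not every result past the cut was called active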
The depositor's hits bear a star; · = no result given; & = joins results of further samples. Only part of the results is shown, so the mix of outcomes need not match the whole.

SMILES | CYP2C9 inhib | Candida biofilm | HUVEC tox TNFa | HUVEC tox IL1B | CYP2C9 activ | DAT uptake mod | CYP2C19 inh | CYP2C19 activ | VCAM1 TNFa inh
CCC(C)N1C(=O)NC(=O)C2(Cc3cc(C)ccc3N(C)C2)C1=O (stereo unspecified) | 70* | -1 | · | · | 0.3 | 0.026 | 89* | 0.1 | ·
Cc1ccc(OCC(=O)N2CCN(CC3CC4C=CC3C4)CC2)cc1 (stereo unspecified) | 15 | 6 | -8 | -29 | 0.9 | 1.1 | 21 | 0.8 | 11
CC(=NCc1cccnc1)c1c(O)n(-c2ccc(C)cc2)c(=O)[nH]c1=O | 13 | 4 | -25 | -44 | 0.9 | 0.46 | 22 | 0.8 | 12
CC(C)CCn1c(=O)c(C(=O)Nc2ccccc2S(N)(=O)=O)c(O)c2ccccc21 | 35 | 5 | -7 | -9 | 0.6 | 1.6 | -13 | 1.1 | -20
CC1CCCC(C2(O)C(=O)Nc3ccccc32)C1=O (stereo unspecified) | -18 | 1 | -10 | 5 | 1.2 | 0.0018 | -6 | 1.1 | -14
Cc1nnc(SCc2nc3ccccc3c(=O)n2-c2ccccc2Cl)n1N | 3 | -1 | · | 8 | 1 | 0.0016 | 13 | 0.9 | 6
Cc1cccc(N2CCN(CCc3ccccc3)CC2)c1C | -23 | · | -11 | 14 | 1.2 | · | 36 | 0.6 | -1
O=C1NCCN2CCCC12 (stereo unspecified) | -8 | 0 | -29 | -16 | 1.1 | -0.49 | -10 | 1.1 | 17
Cn1c(=O)cc(OCC(=O)N2CCN(C3CCCCC3)CC2)c2ccccc21 | -21 | 1 | -33 | -23 | 1.2 | 0.7 | 9 | 0.9 | 14
CCOc1ccccc1N=C1SCCCN1C | -4 | -3 | · | · | 1 | 0.26 | 2 | 1 | ·
O=C(Nc1ccc(Cl)cc1C(=O)c1ccccc1)c1ccco1 | -1 | · | -32 | -18 | 1 | -0.77 | 5 | 0.9 | 12
COc1ccc2c(c1)c(C(=O)O)c(C)n2C(C)C | · | 2 | -29 | -22 | · | -0.55 | · | · | 3
CC1(C)C2CC=C(CN3CCOCC3)C1C2 (stereo unspecified) | -16 | 7 | -3 | -8 | 1.2 | 0.81 | -2 | 1 | -5
CC(=NC(C)c1ccccc1)c1c(O)[nH]c(=O)[nH]c1=O (stereo unspecified) | 2 | · | -32 | 0 | 1 | -0.16 | -15 | 1.1 | 5
CN1CCc2c(c(N3CCCCC3)nc3n[nH]c(N)c23)C1 | -26 | · | -14 | 17 | 1.3 | 0.38 | -20 | 1.2 | 13
CCCCc1nc2ccccc2c(=O)n1-c1ccc(O)cc1 | · | -1 | -20 | -3 | · | -0.0087 | · | · | 8
O=C(Cc1ccc(Br)cc1)N1CCN(Cc2ccccc2)CC1 | 87* | -6 | -29 | -23 | 0.1 | 0.018 | 84* | 0.2 | -5
OC1(c2ccccc2F)CC2CCC(C1)N2CCN1CCOCC1 (stereo unspecified) | -9 | · | -17 | 26 | 1.1 | -1.4 | -8 | 1.1 | 11
N=c1c2c(n(Cc3ccc(Cl)cc3Cl)c3c1CCC3)CCCC2 | -4 | 1 | · | · | 1 | -0.15 | 0 | 1 | ·
CCCSP1(=S)NCCCO1 (stereo unspecified) | 13 | 6 | -19 | -6 | 0.9 | -0.35 | 7 | 0.9 | -2
CN(C)c1ccc(CN2CC=C(c3ccc(F)cc3)CC2)cc1 | -7 | 10 | -5 | -2 | 1.1 | 0.16 | 62* | 0.4 | 0
Cc1ccccc1C1=NCC(=O)N(CC(=O)N2CCCCC2)c2sc(C)c(C)c21 | 40 | · | 0 | -31 | 0.6 | 1.3 | 45 | 0.6 | -4
Cc1ccc(-n2nc(C)c3c2NC(=O)CSC3c2ccc3c(c2)OCO3)cc1 (stereo unspecified) | 44 | 6 | · | · | 0.6 | 0.69 | 34 | 0.7 | ·
CN1CCN(c2ccc(C(N)=O)cc2N)CC1 | 2 | 9 | -9 | -20 | 1 | -0.0049 | 2 | 1 | 6
Nc1ccccc1N=Cc1c(O)n(CCC2=CCCCC2)c(=O)[nH]c1=O | 32 | -2 | -22 | -2 | 0.7 | 0.55 | 20 | 0.8 | 18
Cc1ccc2c(c1)C1CN(C)CCC1N2C(=O)c1ccc(Br)o1 (stereo unspecified) | 41 | 12 | -6 | 7 | 0.6 | 0.38 | 28 | 0.7 | 38
O=C1NC(=O)C(C/C=C/c2ccccc2)C(=O)N1 | -3 | 5 | · | · | 1 | 0.35 | 5 | 0.9 | ·
COC(=O)CN1C(=O)C2(C(C(=O)OC)=C(N)Oc3ccccc32)C2=C1CC(C)(C)CC2=O (stereo unspecified) | 39 | 3 | -20 | -8 | 0.6 | -0.064 | 18 | 0.8 | -34
O=C(Cn1ncc2c3ccccc3n(Cc3ccccc3F)c2c1=O)N1CCC2(CC1)OCCO2 | 69* | 8 | · | · | 0.3 | 1.4 | 43 | 0.6 | ·
Cc1ccc(-n2c(O)c(C=Nc3ccccc3N)c(=O)[nH]c2=O)cc1C | 0 | 0 | -16 | 1 | 1 | -0.014 | 2 | 1 | -6
CC(=NCC1CCCO1)c1c(O)n(-c2ccc(Cl)cc2)c(=O)[nH]c1=O (stereo unspecified) | 11 | 6 | -24 | -60 | 0.9 | -0.4 | 8 | 0.9 | 7
O=C(NC(Cc1ccccc1)C(=O)N1CCC2(CC1)OCCO2)C1CCCCC1 (stereo unspecified) | 15 | 3 | -24 | 2 | 0.8 | 1.3 | 18 | 0.8 | 13
CC(=NCCN1CCOCC1)c1c(O)n(C2CCCCC2)c(=O)[nH]c1=O | 21 | -5 | 30 | 8 | 0.8 | -0.073 | 10 | 0.9 | 31
Cc1ccc(C2N(c3cc(C)on3)C(=O)C3CCCN32)cc1 (stereo unspecified) | -3 | 2 | -6 | -9 | 1 | 0.044 | -9 | 1.1 | -5
Cn1c[n+](C)cc1C(O)c1ccccc1 (stereo unspecified) | -6&9 | 4&5 | 43&-5 | -4&-6 | 1.1&0.9 | -0.43&-0.6 | -12&0 | 1.1&1 | 34&12
O=C(c1ccc(CS(=O)(=O)c2ccccc2)o1)N1CCC2(CC1)OCCO2 | 47 | 10 | -18 | 4 | 0.5 | -1.7 | 81* | 0.2 | 6

9 entries from above in a different format.
Values run as follows: CYP2C9 inhib, Candida biofilm, HUVEC tox TNFa, HUVEC tox IL1B, CYP2C9 activ, DAT uptake mod, CYP2C19 inh, CYP2C19 activ, VCAM1 TNFa inh
Nc1ccccc1N=Cc1c(O)n(CCC2=CCCCC2)c(=O)[nH]c1=O
    32, -2, -22, -2, 0.7, 0.55, 20, 0.8, 18
Cc1ccc2c(c1)C1CN(C)CCC1N2C(=O)c1ccc(Br)o1 (stereo unspecified)
    41, 12, -6, 7, 0.6, 0.38, 28, 0.7, 38
O=C1NC(=O)C(C/C=C/c2ccccc2)C(=O)N1
    -3, 5, ·, ·, 1, 0.35, 5, 0.9, ·
COC(=O)CN1C(=O)C2(C(C(=O)OC)=C(N)Oc3ccccc32)C2=C1CC(C)(C)CC2=O (stereo unspecified)
    39, 3, -20, -8, 0.6, -0.064, 18, 0.8, -34
O=C(Cn1ncc2c3ccccc3n(Cc3ccccc3F)c2c1=O)N1CCC2(CC1)OCCO2
    69*, 8, ·, ·, 0.3, 1.4, 43, 0.6, ·
Cc1ccc(-n2c(O)c(C=Nc3ccccc3N)c(=O)[nH]c2=O)cc1C
    0, 0, -16, 1, 1, -0.014, 2, 1, -6
CC(=NCC1CCCO1)c1c(O)n(-c2ccc(Cl)cc2)c(=O)[nH]c1=O (stereo unspecified)
    11, 6, -24, -60, 0.9, -0.4, 8, 0.9, 7
O=C(NC(Cc1ccccc1)C(=O)N1CCC2(CC1)OCCO2)C1CCCCC1 (stereo unspecified)
    15, 3, -24, 2, 0.8, 1.3, 18, 0.8, 13
CC(=NCCN1CCOCC1)c1c(O)n(C2CCCCC2)c(=O)[nH]c1=O
    21, -5, 30, 8, 0.8, -0.073, 10, 0.9, 31

Quoted at random: 2 entries already listed, in no set order.
SMILES | CYP2C9 inhib | Candida biofilm | HUVEC tox TNFa | HUVEC tox IL1B | CYP2C9 activ | DAT uptake mod | CYP2C19 inh | CYP2C19 activ | VCAM1 TNFa inh
Cn1c[n+](C)cc1C(O)c1ccccc1 (stereo unspecified) | -6&9 | 4&5 | 43&-5 | -4&-6 | 1.1&0.9 | -0.43&-0.6 | -12&0 | 1.1&1 | 34&12
Cc1ccc2c(c1)C1CN(C)CCC1N2C(=O)c1ccc(Br)o1 (stereo unspecified) | 41 | 12 | -6 | 7 | 0.6 | 0.38 | 28 | 0.7 | 38

Next section:
SMILES | CYP2C9 inhib | Candida biofilm | HUVEC tox TNFa | HUVEC tox IL1B | CYP2C9 activ | DAT uptake mod | CYP2C19 inh | CYP2C19 activ | VCAM1 TNFa inh
CN=C(SCc1ccccc1)c1c(O)n(C)c(=O)n(C)c1=O | 4 | -5 | -25 | -15 | 1 | -0.51 | 3 | 1 | -1
CN(C)CC#CCC(O)(c1ccccc1)C1CCCC1 (stereo unspecified) | 20 | 4 | -10 | -10 | 0.8 | -1.2 | 55* | 0.5 | -2
CCC12CN3CCN(CC(C3)/C1=N\O)C2 | 1 | 9 | -11 | -11 | 1 | -0.63 | -1 | 1 | -8
Cc1nc2ccccn2c1P(=S)(N1CCCCC1)N1CCCCC1 | 12 | · | -5 | -18 | 0.9 | · | 17 | 0.8 | 12
COc1ccc(C2SCC(=O)Nc3c2c(C)nn3C2CCOC(C)(C)C2)cc1 (stereo unspecified) | 10 | 6 | -16 | -25 | 0.9 | -1.2 | 8 | 0.9 | 4
C=CCn1c(O)c(C=Nc2ccc(OC)cc2C)c(=O)[nH]c1=O | 12 | 6 | -3 | -89 | 0.9 | 1.2 | 12 | 0.9 | 1
CC(C)C(=O)c1cn(Cc2ccccc2C#N)c2ccccc12 | 49 | 4 | -3 | 12 | 0.5 | -0.37 | 60* | 0.4 | -3
CCN1CCN(CC(=O)c2c(C)n(Cc3ccccc3)c3ccc(OC)cc23)CC1 | -2 | 5 | -12 | -18 | 1 | 0.005 | 22 | 0.8 | 10
Cc1ccc(C2C(S(C)(=O)=O)=C(O)C(=O)N2c2ccccc2)cc1 (stereo unspecified) (tested in a mixture with another compound) | -8 | 6 | -14 | · | 1.1 | -0.68 | -3 | 1 | 20
O=C(CCn1c(=O)oc2ccccc21)N1CCC2(CC1)OCCO2 | -9 | 4 | -7 | 3 | 1.1 | 0.9 | 44 | 0.6 | 27
O=c1[nH]c(=O)n(C2CCCCCC2)c(O)c1C=NCCCN1CCOCC1 | 34 | 2 | -19 | 20 | 0.7 | -0.082 | 10 | 0.9 | -19
Cc1c(C(=O)N2CCC3(CC2)OCCO3)oc2ccccc12 | -13 | 8 | -8 | -23 | 1.1 | -1.7 | 98* | 0 | 4
CC(=NCC1CCCO1)c1c(O)n(C)c(=O)n(C)c1=O (stereo unspecified) | 27 | 4 | 0 | 12 | 0.7 | -0.25 | -10 | 1.1 | -4
CCCCn1c(O)c(C(C)=NCCCn2ccnc2)c(=O)[nH]c1=O | 90* | 6 | -24 | -107 | 0.1 | 0.6 | 33 | 0.7 | 4
CCCCn1c(O)c(C(CC)=NCc2ccco2)c(=O)[nH]c1=O | 56* | 5 | -1 | -16 | 0.4 | -0.45 | 30 | 0.7 | 6
CC1(C)CC2(CCO1)NCCN1C(=O)CSC12 (stereo unspecified) | -5 | 4 | -43 | -13 | 1.1 | -0.031 | 6 | 0.9 | 7
CCC(=NCc1ccco1)c1c(O)n(-c2ccc(C)cc2)c(=O)[nH]c1=O | 18 | 9 | 12 | 5 | 0.8 | 0.0017 | 24 | 0.8 | 5
